# uPA surface inh: qHTS for Inhibitors of Cell Surface uPA Generation; cell surface uPA generation assay, qHTS; Potency, µM (top dose mostly 38.3 µM), for the others: at the top dose activity change, negative = inhibition, hits mostly inhibitors; 330,000 compounds, 0.31% hits; active means well fitted inhibition curve with a large enough effect; tested in mouse RAW 264.7 cells; further: on the % scale 0 is the no-effect control and ±100 the full control effect; nearly all actives have a fitted effect of over 55% in size
# BRCA1 expr up: qHTS Assay to Identify Small Molecule Activators of BRCA1 Expression; 380,000 compounds, 1.1% hits; Potency, µM (top dose mostly 46.1 µM), for the others: at the highest dose activation, most hits filed as activators; MCF7-BRCA1-FFLuc reporter, luminescence, 48 h; response scale: scaled: vehicle 0%, 10 µM genistein 100%; active means well fitted activation curve with a large enough effect; further: nearly all actives have a fitted effect of over 80% in size; some results filed as inactive show a strong effect at the top dose
#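 MCF7 cells carrying a BRCA1-firefly luciferase reporter (2000 cells/well, phenol-red free MEM) were attached for 2 h at 37 °C, then given compounds for 48 h. Luminescence was read 15 min after luciferase reagent; activity normalized to genistein (10 microM) and DMSO.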
# * marks the source's active call; other numbers are inactive results. Potency means the concentration at half of the fitted maximal effect. The list is partial (hit frequency here may not be typical).
CN1C[C@@H]2[C@@H]3C(=O)N(Cc4ccccc4)C(=O)[C@@H]3[C@](Cc3ccccc3)(C1=O)N2C(=O)c1ccc(Br)cc1
  uPA surface inh: -1.1%; BRCA1 expr up: -32.6%
S=c1[nH]ncn1NCc1cccc(Br)c1
  uPA surface inh: 0.9%; BRCA1 expr up: -3.2%
CCC(C)n1c(SCC(=O)N(CC)c2c(N)n(Cc3ccccc3)c(=O)[nH]c2=O)nc2ccccc2c1=O (configuration not stated)
  uPA surface inh: 5.4%; BRCA1 expr up: -3.8%
CCN1C[C@@H]2[C@@H]3C(=O)N(C)C(=O)[C@@H]3[C@](C)(C1=O)N2C(=O)c1ccc(Cl)cc1
  uPA surface inh: 1.3%; BRCA1 expr up: 10.9%
CC1CN(Cc2ccco2)C(=S)NC1=O (configuration not stated)
  uPA surface inh: 3.8%; BRCA1 expr up: -32.2%
CCOc1ccc(OCCC(=O)OCC(=O)N(CC)c2c(N)n(Cc3ccccc3)c(=O)[nH]c2=O)cc1
  uPA surface inh: 5.9%; BRCA1 expr up: -15.6%
CC(=O)Oc1ccc2cc(-c3cccnc3)c(=O)oc2c1
  uPA surface inh: -1.6%; BRCA1 expr up: 1.2%
COC(=O)c1cncn1Cc1ccccc1
  uPA surface inh: 1.6%; BRCA1 expr up: -3.2%
COC(=O)C[C@H]1c2cc(C(F)(F)F)ccc2S(=O)(=O)N1Cc1ccccc1
  uPA surface inh: 6.2%; BRCA1 expr up: 0.0%
O=C(CCCOc1ccccc1)Nc1ccc(Br)cc1
  uPA surface inh: -0.1%; BRCA1 expr up: -3.6%

COC1=C(N)C(=O)c2nc(C)ccc2C1=O
  uPA surface inh: 6.9%; BRCA1 expr up: -84.5%
Cc1ccc(CNC(=O)C(=O)NCCCn2ccnc2)cc1
  uPA surface inh: 0.0%; BRCA1 expr up: -47.0%
COc1ccccc1C=NN=C(N)C(N)=NN=Cc1ccccc1OC
  uPA surface inh: 6.6%; BRCA1 expr up: -28.7%
O=C(O)c1cccnc1C(=O)c1ccccc1
  uPA surface inh: 1.2%; BRCA1 expr up: 0.0%
O=Cc1ccc(F)c([B-](F)(F)F)c1
  uPA surface inh: -6.2%; BRCA1 expr up: -4.8%
Fc1ccc(OCCOCCN2CCCC2)cc1
  uPA surface inh: -1.7%; BRCA1 expr up: -0.5%
O=c1cc2c(c(-c3ccccc3)n1Cc1ccccc1)[C@@H](CCO)NC2
  uPA surface inh: -5.6%; BRCA1 expr up: -7.7%
O=C(CSc1nc2ccccc2c(=O)n1-c1ccccc1)c1cccc([N+](=O)[O-])c1
  uPA surface inh: 2.2%; BRCA1 expr up: -7.0%
COc1cccc(/C=N/NC(=O)C(=O)N2CCCC2)c1
  uPA surface inh: -2.8%; BRCA1 expr up: 9.1%
CCOC(=O)C1=CN(Cc2ccccc2)CCC1=O
  uPA surface inh: 20.4%; BRCA1 expr up: 11.0%

Cc1nn(-c2ccc(Cl)cc2)c(Cl)c1/C=N/NC(=O)c1ccc(NS(=O)(=O)c2cccs2)cc1
  uPA surface inh: -5.4%; BRCA1 expr up: -1.1%
O=C1C=CC2C3C(=O)N(c4ccccc4)C(=O)C3C1N2Cc1ccccc1 (configuration not stated)
  uPA surface inh: -1.4%; BRCA1 expr up: -79.0%
Oc1ccc(C[C@H]2CNC(=S)N2CC2CCCN2C[C@H](Cc2ccc(O)cc2)N2C[C@H](Cc3ccccc3)N(CCc3ccccc3)C2=S)cc1 (some centres not stated)
  uPA surface inh: -1.6%; BRCA1 expr up: -40.7%
O=Cc1ccc(-c2cccs2)s1
  uPA surface inh: 2.2%; BRCA1 expr up: -67.1%
Cc1ccc(NC(=O)c2ncn(CCCN3CCN(c4ncccn4)CC3)n2)cc1C
  uPA surface inh: -13.0%; BRCA1 expr up: 15.0%
COC(=O)c1ccc(CCc2cc(O)c(Br)cc2O)cc1
  uPA surface inh: -3.6%; BRCA1 expr up: -35.7%
ON(CCc1ccccn1)CCc1ccccn1
  uPA surface inh: -4.9%; BRCA1 expr up: 34.0%
O=C1c2ccccc2C(=O)N1CCC1(O)C(c2ccccc2)=Nc2ccccc21 (configuration not stated)
  uPA surface inh: 0.2%; BRCA1 expr up: 10.8%
CC(=O)N1CCc2c(sc(NC(=O)c3ccc(S(=O)(=O)N(C)C)cc3)c2C#N)C1
  uPA surface inh: 2.1%; BRCA1 expr up: 3.0%
CCOC(=O)Cc1c[nH]c2ccc([N+](=O)[O-])cc12
  uPA surface inh: -1.8%; BRCA1 expr up: -1.4%

O=C(c1cccc(S(=O)(=O)N2CCN(c3ccc(F)cc3)CC2)c1)N1CCN(c2ccccc2O)CC1
  uPA surface inh: -27.3%; BRCA1 expr up: 5.2%
O=C(O)C(F)=C(c1ccccc1)c1ccccc1
  uPA surface inh: -1.4%; BRCA1 expr up: -11.1%
CCn1cc(C(=O)Nc2ccc(Cl)cc2Cl)cn1
  uPA surface inh: -1.9%; BRCA1 expr up: 52.7%
Cc1ccc(C)c(NC(=O)c2ccc(S(=O)(=O)N(C)CC3CCCO3)cc2)c1 (configuration not stated)
  uPA surface inh: 2.6%; BRCA1 expr up: -0.9%
CCOc1ccc(NC(=O)CN(C)C(=O)c2ccc(OCC(=O)N3CCOCC3)c(OC)c2)cc1OCC
  uPA surface inh: -0.3%; BRCA1 expr up: -8.2%
NC(=O)c1ncn([C@@H]2O[C@H](CNCc3ccccc3C#Cc3ccccc3)[C@@H](O)[C@H]2O)n1
  uPA surface inh: -0.1%; BRCA1 expr up: -11.1%
O=C(Cc1ccc(NC(=O)C2CCCN(C(=O)C3CCCCC3)C2)cc1)Nc1cccc(C(=O)N2CCCC2)c1 (configuration not stated)
  uPA surface inh: 3.2%; BRCA1 expr up: -15.5%
COc1cccc(C2c3c(oc4ccccc4c3=O)C(=O)N2Cc2ccco2)c1 (configuration not stated)
  uPA surface inh: 9.0%; BRCA1 expr up: -1.6%
CC1(C)COC(c2ccccc2Cl)OC1
  uPA surface inh: -3.2%; BRCA1 expr up: -16.4%
CN1CCN(S(=O)(=O)c2ccc(Cl)c(C(F)(F)F)c2)CC1
  uPA surface inh: 10.7%; BRCA1 expr up: -9.5%

CCCCCC1C(=O)N2C=C(c3ccccc3)c3ccccc3N2C1=O (configuration not stated)
  uPA surface inh: 5.7%; BRCA1 expr up: 0.4%
COc1ccc(C(=O)Nc2c(O)ccc3ccccc23)cc1
  uPA surface inh: -1.0%; BRCA1 expr up: -45.6%
Clc1ccc(C=Cc2ccccn2)c(Cl)c1
  uPA surface inh: -6.9%; BRCA1 expr up: 23.0%
CCCCCCCCNS(=O)(=O)CCNCc1ccco1
  uPA surface inh: -4.4%; BRCA1 expr up: 5.9%
CCOC(=O)/C=C/c1ccccc1S(=O)(=O)NC(C)(C)C
  uPA surface inh: -13.6%; BRCA1 expr up: -14.8%
CCOC(=O)N1CCc2c(sc(NC(C)=O)c2C(N)=O)C1
  uPA surface inh: -1.7%; BRCA1 expr up: -10.6%
CC(=NO)C1CCC2C3CCC4=CC(=NO)CCC4(C)C3C(=O)CC12C (configuration not stated)
  uPA surface inh: 6.1%; BRCA1 expr up: -35.7%
O=C(O)C1=C[C@@H](C2CC2)C[C@@H](OCCCCO)O1
  uPA surface inh: 12.8%; BRCA1 expr up: 7.4%
CC12CC3OC3CC1CCC1C2CCC2(C)C1CCC21OCCO1 (configuration not stated)
  uPA surface inh: 5.5%; BRCA1 expr up: -5.1%
COc1ccc(CCC(=O)NCc2cn3ccsc3n2)cc1
  uPA surface inh: 8.3%; BRCA1 expr up: 2.2%

Nc1nc(SCc2ccccc2)c2ncn(CCO)c2n1
  uPA surface inh: 1.9%; BRCA1 expr up: 26.5%
Fc1cccc(-c2ncc(-c3ccccc3)o2)c1
  uPA surface inh: -3.1%; BRCA1 expr up: 46.0%
COc1ccc(C(=O)Nc2ccccc2-c2nnn(CC(N)=O)n2)cc1
  uPA surface inh: -1.3%; BRCA1 expr up: -1.1%
CC(SC(C)C(=O)NN=Cc1ccc(F)cc1)C(=O)NN=Cc1ccc(F)cc1 (configuration not stated)
  uPA surface inh: 3.9%; BRCA1 expr up: -14.1%
Cc1ccc(C(C(=O)NC2CCCC2)N(Cc2cccs2)C(=O)c2csnn2)o1 (configuration not stated)
  uPA surface inh: 9.0%; BRCA1 expr up: 1.5%
COc1ccc(C)c2sc(N(CCCN(C)C)C(=O)c3ccc(S(=O)(=O)N4CCc5ccccc5C4)cc3)nc12
  uPA surface inh: -13.0%; BRCA1 expr up: -85.3%
COC(=O)[C@H]1[C@H](CCc2ccccc2)NC(=O)N(Cc2ccccc2)[C@@H]1C
  uPA surface inh: 13.1%; BRCA1 expr up: -0.9%
O=C(O)c1cccc2c1Cc1cc(Cl)ccc1-2
  uPA surface inh: 5.0%; BRCA1 expr up: 47.0%
O=P1(NC2CCCC2)OCC2(CO1)COP(=O)(NC1CCCC1)OC2 (configuration not stated)
  uPA surface inh: 1.9%; BRCA1 expr up: -17.6%
CC(=NO)C1CCC2C3CCC4=CC(=NO)CCC4(C)C3C(O)CC12C (configuration not stated)
  uPA surface inh: 2.4%; BRCA1 expr up: -24.6%

Cc1c(NC(=O)C(C)OC(=O)c2c3c(nc4ccccc24)CCC(C)C3)c(=O)n(-c2ccccc2)n1C (configuration not stated)
  uPA surface inh: -3.5%; BRCA1 expr up: -1.4%
O=S1(=O)c2c(F)cccc2OC(COc2ccccc2)CN1CCc1ccc(F)cc1 (configuration not stated)
  uPA surface inh: 12.0%; BRCA1 expr up: 1.2%
CC(=O)C1(C)C(=O)N(c2ccc(C)cc2)C(=O)N1c1ccc(C)cc1 (configuration not stated)
  uPA surface inh: 4.0%; BRCA1 expr up: 2.5%
COC1=CC(=O)C(C2CC(=O)c3c(O)cc(O)cc3O2)=CC1=O (configuration not stated)
  uPA surface inh: -11.3%; BRCA1 expr up: 0.8%
Cc1nc2ccccc2cc1C(=O)NCc1ccccc1
  uPA surface inh: -3.5%; BRCA1 expr up: -4.2%
O=C(NC(C(=O)c1ccccc1)c1ccccc1)c1ccccc1 (configuration not stated)
  uPA surface inh: -1.0%; BRCA1 expr up: 20.6%
CCN(C(=O)CCCCC(=O)N(CC)c1ccccc1)c1ccccc1
  uPA surface inh: 7.7%; BRCA1 expr up: -2.2%
O=C(c1noc2c1CCCCC2)N1CCN(C(c2ccccc2)c2ccccc2)CC1
  uPA surface inh: 0.3%; BRCA1 expr up: 7.4%
Cc1ccc(CN2CC(C(=O)NCCCn3nc(C)cc3C)CC2=O)cc1 (configuration not stated)
  uPA surface inh: 23.4%; BRCA1 expr up: -7.5%
COCc1cc(C)nc(SCc2ccc(Br)cc2)c1C#N
  uPA surface inh: -1.2%; BRCA1 expr up: -3.6%

CCOC(=O)c1[nH]c2ccccc2c1NC(=O)c1cc(OC)c(OC)c(OC)c1
  uPA surface inh: 11.1%; BRCA1 expr up: -4.2%
Cc1ccc(C(=O)C2=C(O)C(=O)N(Cc3cccnc3)C2c2cccc(Oc3ccccc3)c2)o1 (configuration not stated)
  uPA surface inh: -4.8%; BRCA1 expr up: -0.3%
O=C(O)Cc1sc(=O)[nH]c1O
  uPA surface inh: 1.8%; BRCA1 expr up: -12.4%
Cc1ccnc(SCCn2c(N3CCOCC3)nc3c2c(=O)[nH]c(=O)n3C)n1
  uPA surface inh: 0.0%; BRCA1 expr up: -7.6%
CSc1nc2c([nH]1)c(=S)n(C)c(=O)n2C
  uPA surface inh: 0.8%; BRCA1 expr up: 2.7%

# Some of the entries above in another layout.
mol | uPA surface inh | BRCA1 expr up
COc1ccc(C)c2sc(N(CCCN(C)C)C(=O)c3ccc(S(=O)(=O)N4CCc5ccccc5C4)cc3)nc12 | -13.0% | -85.3%
COC(=O)[C@H]1[C@H](CCc2ccccc2)NC(=O)N(Cc2ccccc2)[C@@H]1C | 13.1% | -0.9%
O=C(O)c1cccc2c1Cc1cc(Cl)ccc1-2 | 5.0% | 47.0%
O=P1(NC2CCCC2)OCC2(CO1)COP(=O)(NC1CCCC1)OC2 (configuration not stated) | 1.9% | -17.6%
CC(=NO)C1CCC2C3CCC4=CC(=NO)CCC4(C)C3C(O)CC12C (configuration not stated) | 2.4% | -24.6%
Cc1c(NC(=O)C(C)OC(=O)c2c3c(nc4ccccc24)CCC(C)C3)c(=O)n(-c2ccccc2)n1C (configuration not stated) | -3.5% | -1.4%
O=S1(=O)c2c(F)cccc2OC(COc2ccccc2)CN1CCc1ccc(F)cc1 (configuration not stated) | 12.0% | 1.2%
CC(=O)C1(C)C(=O)N(c2ccc(C)cc2)C(=O)N1c1ccc(C)cc1 (configuration not stated) | 4.0% | 2.5%
COC1=CC(=O)C(C2CC(=O)c3c(O)cc(O)cc3O2)=CC1=O (configuration not stated) | -11.3% | 0.8%
Cc1nc2ccccc2cc1C(=O)NCc1ccccc1 | -3.5% | -4.2%
O=C(NC(C(=O)c1ccccc1)c1ccccc1)c1ccccc1 (configuration not stated) | -1.0% | 20.6%
CCN(C(=O)CCCCC(=O)N(CC)c1ccccc1)c1ccccc1 | 7.7% | -2.2%
O=C(c1noc2c1CCCCC2)N1CCN(C(c2ccccc2)c2ccccc2)CC1 | 0.3% | 7.4%
Cc1ccc(CN2CC(C(=O)NCCCn3nc(C)cc3C)CC2=O)cc1 (configuration not stated) | 23.4% | -7.5%
COCc1cc(C)nc(SCc2ccc(Br)cc2)c1C#N | -1.2% | -3.6%
CCOC(=O)c1[nH]c2ccccc2c1NC(=O)c1cc(OC)c(OC)c(OC)c1 | 11.1% | -4.2%
Cc1ccc(C(=O)C2=C(O)C(=O)N(Cc3cccnc3)C2c2cccc(Oc3ccccc3)c2)o1 (configuration not stated) | -4.8% | -0.3%
O=C(O)Cc1sc(=O)[nH]c1O | 1.8% | -12.4%
Cc1ccnc(SCCn2c(N3CCOCC3)nc3c2c(=O)[nH]c(=O)n3C)n1 | 0.0% | -7.6%
CSc1nc2c([nH]1)c(=S)n(C)c(=O)n2C | 0.8% | 2.7%
